Tcruzi prolif = T. cruzi proliferation inhibition; inhibition, % at 8.34 µM; 77,000 tested, 5.9% active; T. cruzi beta-gal in NIH3T3, GalScreen luminescence, 90 h; AID 624255;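 active means mean inhibition above about 93%, with at least 55% of replicates each passing it, limit read from the data, passing the limit was not always enough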
C diff HTS = C. difficile growth inhibition; Clostridium difficile clinical isolate growth, OD600, 24 h; hits give low values; growth activity, negative = inhibition, % at 16 µg/mL (by protocol); 86,000 tested, 0.25% active; AID 1259249;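 active means mean growth activity at or below -80% and every replicate also at or below -80%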;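 further: 0% = DMSO wells and -100% = levofloxacin 16 µg/mL wells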
Pf Dd2 inh = blocks growth of Plasmodium falciparum Dd2 parasites | P. falciparum Dd2 growth, SYBR Green, 72 h; hits give low values | activity change, % at 10 µM | 94,000 tested, 2.3% active; in the data active means activity change below about -80%
GASC1 inh = inhibitors of human demethylase GASC-1 KDM4C | Q9H3R0 | GST-KDM4C 2-372, H3K9me3 peptide, LANCE TR-FRET | inhibition, % at 12.5 µM | 96,000 tested, 0.15% active | AID 720574;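 active means mean replicate inhibition above about 25%, with at least 55% of replicates also reaching it, limit read from the data, passing the limit was not always enough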
Target sequence (Q9H3R0 2-372 limits assumed): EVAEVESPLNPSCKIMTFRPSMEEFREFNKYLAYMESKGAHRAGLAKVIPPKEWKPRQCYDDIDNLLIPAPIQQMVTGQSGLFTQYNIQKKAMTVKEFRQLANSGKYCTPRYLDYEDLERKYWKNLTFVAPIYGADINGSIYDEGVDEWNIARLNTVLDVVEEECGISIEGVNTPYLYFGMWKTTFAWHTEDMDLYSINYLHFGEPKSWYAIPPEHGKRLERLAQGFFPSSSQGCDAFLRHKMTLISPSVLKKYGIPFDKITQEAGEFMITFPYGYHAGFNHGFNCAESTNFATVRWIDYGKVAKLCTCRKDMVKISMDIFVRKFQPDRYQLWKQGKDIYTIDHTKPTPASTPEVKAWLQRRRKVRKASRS
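reagent = H3K9me3 peptide substrate, Fe(II), 2-oxoglutarate | system = GST-tagged GASC-1 (JMJD2C) catalytic fragment, aa 2-372 | amount = enzyme final amount 10 nM | read-out = Fall in 671/618 emission ratio as inhibition | medium = HEPES buffer, pH 7.5, plus ascorbate | schedule = 30 min reaction, 60 min detection, RT | measured by = LANCE TR-FRET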
Starred values were filed as active, the others as inactive; nt = not tested or not shown; & = joins results of further samples.

SMILES | GASC1 inh | C diff HTS | Pf Dd2 inh | Tcruzi prolif
O=C(Nc1ccccc1F)N1CC(=O)N2[C@@H](CO)[C@@H](c3ccc(C#Cc4ccccc4)cc3)[C@@H]2C1 | 1.0 | 3 | -9 | nt
C[C@H]1CN([C@@H](C)CO)C(=O)CCCn2cc(nn2)CO[C@H]1CN(C)Cc1ccc(Cl)c(Cl)c1 | -1.1 | 4 | -7 | 10
COc1cccc(CNC(=O)C[C@@H]2CC[C@@H]3[C@H](COc4ccc(NC(=O)c5cccs5)cc4C(=O)N3C)O2)c1 | -1.5 | 2 | -34 | -2
CC(C)C(=O)Nc1ccc2c(c1)C(=O)N(C)[C@@H]1CC[C@@H](CC(=O)O)O[C@@H]1CO2 | 0.5 | -4 | -8 | 12
O=C(C[C@H]1C[C@@H]2c3cc(NC(=O)CC4CC4)ccc3O[C@@H]2[C@H](CO)O1)NCc1cc(F)ccc1F | 2.8 | 3 | 12 | 25
COc1ccc(S(=O)(=O)Nc2ccc3c(c2)C(=O)N([C@@H](C)CO)C[C@@H](C)[C@@H](CN(C)CC2CCCCC2)OCCCC[C@H](C)O3)cc1 | -0.7 | -5 | -72 | 25
COc1ccc(NC(=O)Nc2ccc3c(c2)CC(=O)N([C@H](C)CO)C[C@H](C)[C@@H](CN(C)Cc2ccccc2)O3)cc1 | 0.2 | -6 | -69 | 44
C[C@@H]1CN([C@@H](C)CO)C(=O)c2cc(C#CC3(O)CCCC3)cnc2O[C@@H]1CN(C)C | 1.8 | -4 | 51 | 1
COCC(=O)Nc1ccc2c(c1)OC[C@H](C)N(Cc1cccnc1)C[C@@H](C)[C@H](OC)CN(C)C2=O | -0.8 | 0 | -3 | 17
CCNC(=O)[C@H]1[C@H](CO)[C@H]2Cn3c(ccc(-c4ccccc4F)c3=O)[C@@H]1N2C(=O)CC | -0.4 | -3 | 11 | 0
C[C@@H]1CN([C@@H](C)CO)C(=O)Cc2cc(NC(=O)NC3CCCCC3)ccc2O[C@H]1CN(C)Cc1ccncc1 | -0.4 | -1 | 6 | 49
O=C(c1ccccn1)N1CC(=O)N2[C@H](CO)[C@H](c3ccc(C#CC4CCCC4)cc3)[C@@H]2C1 | 1.1 | -12 | -16 | nt
CCC(=O)N1[C@@H]2Cn3c(cccc3=O)[C@H]1[C@@H](C(=O)NC1CCC1)[C@@H]2CO | -0.5 | -2 | 7 | -46
C[C@@H]1CN([C@H](C)CO)C(=O)c2cc(NC(=O)Cc3ccccc3)ccc2O[C@@H](C)CCCCO[C@H]1CN(C)C(=O)c1ccccc1 | 0.5 | -4 | -44 | nt
CC(C)NC(=O)Nc1ccc2c(c1)C(=O)N([C@@H](C)CO)C[C@@H](C)[C@H](CN(C)C(=O)Nc1cccc3ccccc13)OCCCC[C@H](C)O2 | 0.2 | -9 | -86* | -65
C[C@H]1CN([C@@H](C)CO)C(=O)c2cccc(NC(=O)Nc3ccc4c(c3)OCO4)c2O[C@@H]1CN(C)S(C)(=O)=O | -0.1 | 0 | 15 | 9
CCC(=O)N1CC(=O)N2[C@H](C1)[C@@H](c1ccc(-c3cccnc3)cc1)[C@@H]2CO | 1.2 | 0 | 13 | nt
CCS(=O)(=O)N1CC(=O)N2[C@@H](CO)[C@H](c3ccc(C#CCC4CCCC4)cc3)[C@@H]2C1 | -1.0 | -3 | -26 | nt
COc1ccc(CN(C)C[C@@H]2Oc3ccc(NC(=O)Nc4ccc(OC)cc4)cc3CC(=O)N([C@@H](C)CO)C[C@@H]2C)cc1 | -1.5 | -6 | 4 | 29
CCCNC(=O)N(C)C[C@H]1Oc2ncc(C#Cc3ccccc3F)cc2C(=O)N([C@@H](C)CO)C[C@@H]1C | -0.2 | 5 | -20 | 40
COc1ccc(S(=O)(=O)Nc2ccc3c(c2)C(=O)N([C@@H](C)CO)C[C@@H](C)[C@@H](CN(C)Cc2ccc4c(c2)OCO4)OCCCC[C@@H](C)O3)cc1 | -2.0 | -2 | -60 | 87
C[C@@H]1CN([C@@H](C)CO)C(=O)c2cc(NS(=O)(=O)c3cccs3)ccc2O[C@@H]1CN(C)Cc1ccc(-c2ccccc2)cc1 | -1.2 | 28 | 7 | 85
CO[C@@H]1CN(C)C(=O)c2ccc(NC(=O)Nc3ccccc3)cc2OC[C@@H](C)N(C(=O)CN(C)C)C[C@@H]1C | 1.4 | nt | 26 | -4
COc1ccccc1S(=O)(=O)N1C[C@@H]2N[C@H](C1)C2c1ccc(-c2cccc(F)c2)cc1 (stereo partly specified) | -0.5&2.7 | 38&3 | -66&-63 | nt
CCCc1cn(CC[C@H]2CC[C@H](NC(=O)CCN3CCCCC3)[C@@H](CO)O2)nn1 | 1.0 | -1 | 1 | nt

No new results follow: four of the compounds above.
SMILES | GASC1 inh | C diff HTS | Pf Dd2 inh | Tcruzi prolif
C[C@@H]1CN([C@@H](C)CO)C(=O)c2cc(NS(=O)(=O)c3cccs3)ccc2O[C@@H]1CN(C)Cc1ccc(-c2ccccc2)cc1 | -1.2 | 28 | 7 | 85
CO[C@@H]1CN(C)C(=O)c2ccc(NC(=O)Nc3ccccc3)cc2OC[C@@H](C)N(C(=O)CN(C)C)C[C@@H]1C | 1.4 | nt | 26 | -4
COc1ccccc1S(=O)(=O)N1C[C@@H]2N[C@H](C1)C2c1ccc(-c2cccc(F)c2)cc1 (stereo partly specified) | -0.5&2.7 | 38&3 | -66&-63 | nt
CCCc1cn(CC[C@H]2CC[C@H](NC(=O)CCN3CCCCC3)[C@@H](CO)O2)nn1 | 1.0 | -1 | 1 | nt

Next entries
SMILES | GASC1 inh | C diff HTS | Pf Dd2 inh | Tcruzi prolif
Cc1ccc(S(=O)(=O)Nc2ccc3c(c2)C(=O)N([C@@H](C)CO)C[C@H](C)[C@@H](CN(C)C(=O)NC(C)C)OCCCC[C@H](C)O3)cc1 | 1.0 | 10 | -31 | 44
O=C(C[C@@H]1C[C@H]2c3cc(NS(=O)(=O)c4ccc(F)cc4)ccc3O[C@H]2[C@H](CO)O1)N1CCOCC1 | -1.4 | -4 | 7 | 25
C[C@@H]1CCCCO[C@@H](CN(C)C(=O)c2ccccc2)[C@H](C)CN([C@@H](C)CO)C(=O)c2cc(NC(=O)Cc3ccccc3)ccc2O1 | 0.5 | -3 | -29 | nt
C[C@@H]1CN([C@H](C)CO)C(=O)c2cc(NS(=O)(=O)c3ccccc3)ccc2O[C@H]1CN(C)S(C)(=O)=O | 8.3 | 0 | 18 | -7
O=C(Nc1cccc(F)c1)N1C[C@H]2[C@@H](c3ccccc31)[C@H](CO)N2C(=O)c1ccccn1 | -0.1 | -1 | -1 | 49
C[C@H](CO)N1C[C@H](C)[C@@H](CN(C)C(=O)Cc2cccnc2)Oc2cc(-c3cncnc3)ccc2S1(=O)=O | 1.6 | 0 | -2 | -98
C[C@H]1CN([C@@H](C)CO)C(=O)CCCn2cc(nn2)CO[C@@H]1CN(C)C(=O)Oc1ccccc1 | 1.4 | 4 | 19&26 | -8&-8
CC(=O)N1[C@H](C(=O)NCc2ccccc2Cl)[C@@H](CO)[C@@H]2Cn3c(ccc(-c4ccncc4)c3=O)[C@@H]21 | -2.0 | -6 | 5 | 44
C[C@@H]1CCCCO[C@H](CN(C)C(=O)Nc2ccc(F)cc2)[C@H](C)CN([C@H](C)CO)C(=O)c2cc(NC(=O)Nc3ccc(F)cc3)ccc2O1 | -1.5 | nt | -60 | nt
CC(=O)N1[C@H](CO)[C@H](c2ccc(-c3cccnc3)cc2)[C@H]1CNC(=O)C1CCC1 | -1.1 | 0 | 21 | nt
CS(=O)(=O)Nc1ccc2c(c1)[C@@H]1C[C@H](CC(=O)NCc3ccc(Oc4ccccc4)cc3)O[C@H](CO)[C@@H]1O2 | -1.2 | 2 | -20 | -50
COCC#Cc1ccc2c(c1)O[C@@H](CN(C)C(=O)C1CCOCC1)[C@H](C)CN([C@H](C)CO)S2(=O)=O | -0.3 | 3 | 8 | 2
COc1ccc(NC(=O)Nc2ccc3c(c2)CC(=O)N([C@H](C)CO)C[C@H](C)[C@H](CN(C)Cc2ccc(-c4ccccc4)cc2)O3)cc1 | -2.7 | 10 | -1 | 52
CC(C)NC(=O)Nc1ccc2c(c1)C(=O)N([C@H](C)CO)C[C@H](C)[C@H](CN(C)C(=O)Nc1ccc(C(F)(F)F)cc1)O2 | 2.0 | -7 | -18 | 88
O=C(C[C@@H]1C[C@@H]2c3cc(NC(=O)CC4CC4)ccc3O[C@@H]2[C@H](CO)O1)NCc1cccnc1 | 0.2 | -4 | 28 | 35
C[C@H](CO)N1C[C@H](C)[C@@H](CN(C)Cc2ccc(O)cc2)OCc2cnnn2CCCC1=O | -2.0 | 0&-3 | -8&5 | -37&-72
Cc1noc(C)c1NC(=O)N(C)C[C@H]1Oc2c(NC(=O)NC(C)C)cccc2C(=O)N([C@H](C)CO)C[C@H]1C | 0.4 | 0 | 17 | 46
C[C@@H]1CN([C@@H](C)CO)C(=O)c2cccc(NC(=O)NC3CCCCC3)c2O[C@@H]1CN(C)Cc1ccc(Cl)c(Cl)c1 | 5.0 | 3 | -10 | 40
CC(C)C#Cc1cnc2c(c1)C(=O)N([C@@H](C)CO)C[C@H](C)[C@@H](CN(C)Cc1cncnc1)O2 | -1.7 | -2 | 22 | 97*
CCC(=O)Nc1ccc2c(c1)OC[C@H](C)N(CC1CCCCC1)C[C@H](C)[C@H](OC)CN(C)C2=O | 2.9 | -7 | -36 | -18
O=C(C[C@H]1C[C@@H]2c3cc(NC(=O)CC4CC4)ccc3O[C@@H]2[C@H](CO)O1)NCc1ccccc1 | -3.7 | nt | -1 | 32
C[C@H]1CN([C@@H](C)CO)C(=O)c2cccc(NC(=O)Nc3ccc(F)cc3)c2O[C@@H]1CN(C)Cc1ccc(-c2ccccc2)cc1 | -0.9 | -4 | 2 | 71
C[C@@H]1CN([C@@H](C)CO)C(=O)Cc2cc(NS(=O)(=O)c3ccc(Cl)cc3)ccc2O[C@H]1CN(C)C | 0.4 | 0 | 2 | nt
O=C(c1ccccn1)N1C[C@H]2[C@@H](c3ccccc31)[C@@H](CO)N2C(=O)CC1CC1 | 0.4 | -2 | 4 | -2
COc1ccccc1-c1ccccc1[C@@H]1[C@@H](CO)N(C(=O)C2CCOCC2)[C@H]1C#N | -1.4 | -5 | -13 | nt
COCC(=O)Nc1ccc2c(c1)OC[C@@H](C)N(Cc1ccccc1OC)C[C@@H](C)[C@@H](OC)CN(C)C2=O | 14 | nt | nt | 24
C[C@@H]1CN([C@@H](C)CO)C(=O)Cc2cc(NC(=O)CCN3CCOCC3)ccc2O[C@@H]1CN(C)S(=O)(=O)c1cn(C)cn1 | -0.4 | 2 | 3 | 23
Cc1ccc(S(=O)(=O)N(C)C[C@H]2OCCCC[C@@H](C)Oc3ccc(NC(=O)Nc4ccccc4)cc3C(=O)N([C@H](C)CO)C[C@H]2C)cc1 | -1.2 | 1 | -87* | 113*
COCCN(C[C@H]1N[C@H](CO)[C@@H]1c1ccc(-c2cccc(F)c2)cc1)C(C)=O | -0.1 | -4 | -10 | 87
C[C@H](CO)N1C[C@H](C)[C@@H](CN(C)Cc2ccc(C(=O)O)cc2)Oc2ccc(NC(=O)CCC(F)(F)F)cc2C1=O | 1.5 | 2 | 5 | 24
COCC#Cc1cnc2c(c1)C(=O)N([C@H](C)CO)C[C@H](C)[C@H](CN(C)C(=O)CCN1CCCCC1)O2 | -0.9 | 2 | 44 | 26
C[C@@H]1CN([C@@H](C)CO)C(=O)c2cc(NS(=O)(=O)c3ccc(F)cc3)ccc2O[C@@H](C)CCCCO[C@H]1CN(C)CC1CC1 | 0.1 | 3 | -54 | 62
Cc1ccc(-c2cnc3c(c2)C(=O)N([C@@H](C)CO)C[C@H](C)[C@@H](CN(C)C(=O)Cc2cccnc2)O3)cc1 | -0.5 | -3 | 5 | -142
CNC[C@@H]1OCCCC[C@H](C)Oc2ccc(NS(C)(=O)=O)cc2C(=O)N([C@@H](C)CO)C[C@@H]1C | 3.3 | 2 | -54 | 7
C[C@H]1CN([C@@H](C)CO)C(=O)c2cc(NC(=O)Nc3cccc4ccccc34)ccc2O[C@@H]1CN(C)C(=O)Nc1ccc(C(F)(F)F)cc1 | 0.0 | 0 | -39 | 24
C[C@@H]1CN([C@H](C)CO)C(=O)c2cccc(NC(=O)C3CCCCC3)c2O[C@H]1CN(C)C(=O)Nc1ccc(C(F)(F)F)cc1 | -1.9 | -6 | -3 | 9
C[C@H](CO)N1C[C@H](C)[C@H](CN(C)Cc2ccncc2)Oc2ccc(NC(=O)Nc3ccc(F)cc3)cc2C1=O | 5.7 | 2 | 2 | -14
C[C@H](CO)N1C[C@H](C)[C@@H](CN(C)C(=O)c2ccccn2)Oc2ncc(C3=CCCCC3)cc2C1=O | -0.9 | -5 | 18 | 54
C[C@@H]1CN([C@H](C)CO)C(=O)Cc2cc(NC(=O)Nc3ccc4c(c3)OCO4)ccc2O[C@H]1CN(C)C(=O)Nc1ccccc1 | -2.1 | -5 | 51 | -26
C[C@@H]1CN([C@@H](C)CO)C(=O)c2cccc(NS(=O)(=O)c3ccc(F)cc3)c2O[C@@H]1CN(C)S(C)(=O)=O | 0.2 | -2 | -2 | 41
COc1ccc(NC(=O)Nc2ccc3c(c2)C(=O)N([C@@H](C)CO)C[C@H](C)[C@H](CN(C)Cc2ccc4c(c2)OCO4)O3)cc1 | 0.1 | -1 | -3 | -33
COc1ccccc1S(=O)(=O)N[C@H]1CC[C@H](CCNC(=O)C2CCCCC2)O[C@@H]1CO | -0.2 | 5 | -5 | -5

Screening data as filed in PubChem BioAssay.
